HRP luminol no ALR – HRP/luminol detection interference without ALR, dose response, artefact control for ALR inhibitor project, biochemical, luminescence, no ALR or DTT; AC50 in µM for hits, for the others activity change, negative = inhibition, % at the top dose, mostly 10 µM; actives 15% (n = 2,500); HRP/H2O2 luminol luminescence counterscreen, no ALR;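 active = signal-lowering compounds whose fitted half-maximal concentration AC50 is no higher than ten times their top tested concentration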;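 note: 0% = median of neutral control wells and -100% = median of quercitin 100 µM wells; many of its hits are not listed in these tables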
Starred values were filed as active, the others as inactive. An excerpt, so the mix of outcomes need not match the whole.

SMILES,HRP luminol no ALR
O=C1NC(=O)N(Cc2ccccc2Cl)C(=O)/C1=C/c1cccs1,-2.2%
O=C(O)c1ccc(-n2c(O)c(/C=C3\C=Nc4ccccc43)c(=O)[nH]c2=O)cc1,-2.7%
CC(=O)Nc1ccccc1OP1(=O)COc2ccccc2OC1,3.5%
CN(C)P1(N(C)C)=Nc2c(c(N)nn2C)C(c2ccccc2)=N1,-1.2%
C/C(=N/O)c1ccc2ccc3ccccc3c2c1,-1.2%
CCN(CC)c1ccc(N=Cc2c(O)n(-c3ccccc3C)c(=O)[nH]c2=O)cc1,-2.5%
COc1ccc(N2CCN(C(CNC(=O)Oc3ccccc3)c3cccnc3)CC2)cc1 (stereo not given),-3.1%

2 entries picked at random from the list so far:
SMILES,HRP luminol no ALR
O=C1NC(=O)N(Cc2ccccc2Cl)C(=O)/C1=C/c1cccs1,-2.2%
CN(C)P1(N(C)C)=Nc2c(c(N)nn2C)C(c2ccccc2)=N1,-1.2%

Entries shown so far that contain an NH in an aromatic ring (two):
SMILES,HRP luminol no ALR
O=C(O)c1ccc(-n2c(O)c(/C=C3\C=Nc4ccccc43)c(=O)[nH]c2=O)cc1,-2.7%
CCN(CC)c1ccc(N=Cc2c(O)n(-c3ccccc3C)c(=O)[nH]c2=O)cc1,-2.5%
